hIAP inh = human IAP inhibition; P09923; purified IAP, CDP-Star luminescence, 30 min; inhibition, % at 10 µM; hit rate 0.12% among 330,000; AID 2544;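 active = inhibition reaching a set limit with compound at 10 µM in the primary screen, cut at about 35% in these data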;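 also: plate controls were DMSO wells with enzyme for no effect and no-enzyme buffer wells for full effect; values of inactives mirror those of a sister screen read the other way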
Target sequence (P09923 whole entry, looked up): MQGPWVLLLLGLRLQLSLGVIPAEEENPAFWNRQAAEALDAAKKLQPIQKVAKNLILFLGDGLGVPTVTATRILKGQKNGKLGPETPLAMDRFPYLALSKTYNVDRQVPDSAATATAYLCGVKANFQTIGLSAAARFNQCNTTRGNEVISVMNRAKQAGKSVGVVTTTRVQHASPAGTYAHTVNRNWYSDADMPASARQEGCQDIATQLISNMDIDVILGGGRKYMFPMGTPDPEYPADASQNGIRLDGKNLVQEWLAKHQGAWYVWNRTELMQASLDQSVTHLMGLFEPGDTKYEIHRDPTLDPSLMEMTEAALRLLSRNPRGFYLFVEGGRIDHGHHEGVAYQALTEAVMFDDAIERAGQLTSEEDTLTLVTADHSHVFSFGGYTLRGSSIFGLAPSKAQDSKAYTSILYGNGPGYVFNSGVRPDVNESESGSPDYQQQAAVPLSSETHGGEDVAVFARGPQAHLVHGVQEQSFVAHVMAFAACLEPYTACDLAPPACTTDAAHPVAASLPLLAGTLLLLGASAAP
A3A deaminase = human APOBEC3A DNA deaminase inhibition. recombinant A3A, FAM/TAMRA ssDNA deamination fluorescence. inhibition, % at 20 µM. hit rate 0.41% among 330,000;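 active = at least 40% inhibition at 20 µM here, with at most 30% in a related deaminase screen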;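 also: plate controls were A3A with DMSO for no effect and wells lacking A3A enzyme for full effect; some results filed as inactive read as strong as hits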
Target sequence (P31941 whole entry, looked up): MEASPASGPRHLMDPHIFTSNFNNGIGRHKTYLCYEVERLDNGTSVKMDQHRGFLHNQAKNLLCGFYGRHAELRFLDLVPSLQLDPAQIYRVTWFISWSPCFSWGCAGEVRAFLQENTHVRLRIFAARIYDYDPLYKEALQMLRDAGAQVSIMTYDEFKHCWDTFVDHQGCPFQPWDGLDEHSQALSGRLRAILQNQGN
mIAP activ = mouse IAP activation; AID 2805; muIAP, CDP-Star luminescence, 30 min; active compounds read high; 1 = vehicle-only enzyme signal, 0 = enzyme-free wells; hit rate 0.24% among 330,000; activation factor at 10 µM;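 active = activation factor of at least 2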; also: the source names both 10 and 20 µM as test concentration; values of inactives mirror those of a sister screen read the other way
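System: mouse IAP enzyme. Reagent: CDP-Star chemiluminescent phosphatase substrate. Benchmarks: DMSO wells, no-enzyme wells. Times: 30 min enzyme-substrate-compound incubation at room temperature. Detection: luminescence from enzymatic CDP-Star hydrolysis. Doses: test compounds delivered from DMSO solution.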
mIAP block = mouse IAP inhibition; inhibition, % at 10 µM; hit rate 0.2% among 330,000; purified mouse IAP, CDP-Star luminescence, 30 min;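 active = inhibition of at least 40% at 10 µM in the primary screen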;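 also: plate controls were DMSO with enzyme for no effect and no enzyme wells for full effect; values of inactives mirror those of a sister screen read the other way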
beta cell repl = induces beta-cell replication in MIN6 cells. proliferation, % at 10 µM. hit rate 0.29% among 330,000. MIN6 cells proliferation, ATPlite luminescence, 48 h; cells starved in 0.2% serum; 100% = growth in 10% serum;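 active = compounds whose signal lies at least 3.5 SD above the mean of all wells on their plate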;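 also: 0% = DMSO-treated cells in low-serum medium and 100% = 10% serum control; some compounds called inactive have numbers as strong as hits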
MPTP inh = permeability transition pore inhibition; isolated mouse mitochondria, Ca2+ swelling absorbance, 30 min; inhibition, % at 10 µM; hit rate 1.4% among 360,000;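 active = inhibition of 50% or more, scaled per plate between neutral and stimulator controls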;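 also: 0% = DMSO wells given calcium and 100% = 1 mM EGTA wells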
APOBEC3G inh = APOBEC3G (human) deaminase inhibition. recombinant A3G, ssDNA deamination FAM/TAMRA fluorescence. hit rate 0.28% among 330,000. inhibition, % at 20 µM;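 active = inhibition of at least 40% at 20 µM, with no more than 30% in the related APOBEC3A deaminase screen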;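 also: plate controls were DMSO wells with A3G for no effect and wells lacking A3G enzyme for full effect; some compounds called inactive have numbers as strong as hits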
Target sequence (Q9HC16 whole entry, looked up): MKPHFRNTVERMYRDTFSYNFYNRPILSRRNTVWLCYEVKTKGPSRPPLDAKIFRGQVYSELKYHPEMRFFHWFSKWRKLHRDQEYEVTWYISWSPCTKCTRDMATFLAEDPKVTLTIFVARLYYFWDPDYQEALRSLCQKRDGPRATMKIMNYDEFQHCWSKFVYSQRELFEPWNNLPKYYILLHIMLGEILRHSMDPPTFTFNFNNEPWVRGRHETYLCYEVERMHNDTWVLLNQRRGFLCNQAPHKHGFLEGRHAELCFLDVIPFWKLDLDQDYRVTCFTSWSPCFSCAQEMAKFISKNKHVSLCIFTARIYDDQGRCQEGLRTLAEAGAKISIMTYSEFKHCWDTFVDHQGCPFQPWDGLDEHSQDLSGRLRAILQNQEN
hIAP activ = increases human intestinal alkaline phosphatase activity | hit rate 0.16% among 330,000 | AID 2524 | P09923 | purified human IAP, CDP-Star luminescence, 30 min; active compounds read high; 1 = vehicle-only enzyme, 0 = enzyme-free background | activation factor at 10 µM;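 active = activation factor of the enzyme at least 2-fold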; also: the source names both 10 and 20 µM as test concentration; values of inactives mirror those of a sister screen read the other way
ATG4B inh = ATG4B (human) cysteine protease inhibition. Q9Y4P1. ATG4B cleavage of LC3-PLA2, NBD-HPC fluorescence, 1 h. inhibition, % at 8.33 µM. hit rate 0.51% among 340,000. AID 504462; in the data active = inhibition above about 40%
Starred values were filed as active, the others as inactive; . = no result given.

SMILES	hIAP inh	A3A deaminase	mIAP activ	mIAP block	beta cell repl	MPTP inh	APOBEC3G inh	hIAP activ	ATG4B inh
Cc1cc(C)n2nc(SC(C)C(=O)N3CCCC3)nc2n1 (configuration not stated)	-18	8	1	-5	-3	-1.1	0	1.2	3
CN(CC(=O)Nc1ccc(F)c(F)c1F)C(=O)C1=NN(c2ccccc2)C(=O)CC1	-20	-4	1.1	-12	-1	-1.3	-9	1.2	0
O=C(Nc1nnc(COc2ccc(Cl)cc2)s1)c1ccc([N+](=O)[O-])cc1	7	5	0.93	7	0	0.5	7	0.93	0
O=C(NCCCn1ccnc1)c1ccc(Cl)c(Cl)c1	16	-9	1.1	-8	-2	-0.8	-5	0.84	0
O=C(NCCCN1CCCC1=O)c1ccccc1NS(=O)(=O)c1ccc(F)cc1	10	1	1	-2	-2	-0.5	-3	0.9	5
CCOc1cc(CNCCc2ccc(S(N)(=O)=O)cc2)ccc1OCC(=O)NC1CCCCC1	10	3	1.1	-13	-4	2.5	0	0.9	-4
C[C@H]1CN([C@@H](C)CO)C(=O)c2cccc(NC(=O)C3CC3)c2O[C@H]1CN(C)Cc1ccncc1	0	-5	0.99	1	-3	-1.1	-5	1	-10
O=C(Nc1cccc([N+](=O)[O-])c1)c1ccc(-c2ccccc2)cc1	8	4	0.98	2	-1	6.3	-6	0.92	4
Cc1ccc(CSc2nnc(-c3ccc(S(=O)(=O)N4CCCC4)cc3)o2)cc1	-15	-2	0.93	7	-1	4.9	-4	1.2	-9
O=C(c1cccc(C(F)(F)F)c1)N1CCOc2ccccc21	-9	1	1	-3	1	-1.7	-7	1.1	9
O=C(OCn1nnc2ccccc2c1=O)c1cccs1	3	-2	1	-2	-3	-0.1	-4	0.97	-2
Cc1oc2c(C)c3oc(=O)c(CCC(=O)NCCN4CCOCC4)c(C)c3cc2c1C	6	0	0.94	6	-1	-1.6	-3	0.94	-17
O=C(Cc1c(F)cccc1Cl)OCN1C(=O)c2ccccc2C1=O	0	-4	1	-2	0	0.8	-8	1	2
CN(C)S(=O)(=O)c1ccc(Cl)c(C(=O)NC2=NCCS2)c1	-12	-4	0.96	4	-4	-1.3	-3	1.1	-5
CCOC(=O)c1c(NC(=O)CCN2CCOCC2)sc(C)c1-c1ccccc1	18	0	0.98	2	-6	2.1	-4	0.81	-11
CCC(C)NC(=O)C1CCN(S(=O)(=O)c2ccc3c(c2)CC(C)N3C(C)=O)CC1 (configuration not stated)	14	-1	0.98	2	2	-2.3	-4	0.86	-10
O=C(NS(=O)(=O)c1ccccc1)c1cccc(Br)c1	1	-2	0.97	2	-3	1.0	-4	0.99	-10
Nc1ccc(CNC(=O)OCC2c3ccccc3-c3ccccc32)cc1	24	-4	0.89	11	-2	-1.2	-9	0.76	5
O=C(C=C1CCN(c2ncc(C(F)(F)F)cc2Cl)CC1)NNC(=O)Nc1ccc(Cl)cc1	18	0	1	-1	1	9.1	2	0.82	-5
COc1ccc2oc(C(=O)OCC(=O)Nc3ccc(OC)c(S(N)(=O)=O)c3)c(C)c2c1	-19	-1	0.91	9	9	-0.5	-5	1.2	-9

Twelve of these compounds in a different format.
Results follow in this order: hIAP inh | A3A deaminase | mIAP activ | mIAP block | beta cell repl | MPTP inh | APOBEC3G inh | hIAP activ | ATG4B inh
CCOc1cc(CNCCc2ccc(S(N)(=O)=O)cc2)ccc1OCC(=O)NC1CCCCC1
  10 | 3 | 1.1 | -13 | -4 | 2.5 | 0 | 0.9 | -4
C[C@H]1CN([C@@H](C)CO)C(=O)c2cccc(NC(=O)C3CC3)c2O[C@H]1CN(C)Cc1ccncc1
  0 | -5 | 0.99 | 1 | -3 | -1.1 | -5 | 1 | -10
O=C(Nc1cccc([N+](=O)[O-])c1)c1ccc(-c2ccccc2)cc1
  8 | 4 | 0.98 | 2 | -1 | 6.3 | -6 | 0.92 | 4
Cc1ccc(CSc2nnc(-c3ccc(S(=O)(=O)N4CCCC4)cc3)o2)cc1
  -15 | -2 | 0.93 | 7 | -1 | 4.9 | -4 | 1.2 | -9
O=C(c1cccc(C(F)(F)F)c1)N1CCOc2ccccc21
  -9 | 1 | 1 | -3 | 1 | -1.7 | -7 | 1.1 | 9
O=C(OCn1nnc2ccccc2c1=O)c1cccs1
  3 | -2 | 1 | -2 | -3 | -0.1 | -4 | 0.97 | -2
Cc1oc2c(C)c3oc(=O)c(CCC(=O)NCCN4CCOCC4)c(C)c3cc2c1C
  6 | 0 | 0.94 | 6 | -1 | -1.6 | -3 | 0.94 | -17
O=C(Cc1c(F)cccc1Cl)OCN1C(=O)c2ccccc2C1=O
  0 | -4 | 1 | -2 | 0 | 0.8 | -8 | 1 | 2
CN(C)S(=O)(=O)c1ccc(Cl)c(C(=O)NC2=NCCS2)c1
  -12 | -4 | 0.96 | 4 | -4 | -1.3 | -3 | 1.1 | -5
CCOC(=O)c1c(NC(=O)CCN2CCOCC2)sc(C)c1-c1ccccc1
  18 | 0 | 0.98 | 2 | -6 | 2.1 | -4 | 0.81 | -11
CCC(C)NC(=O)C1CCN(S(=O)(=O)c2ccc3c(c2)CC(C)N3C(C)=O)CC1 (configuration not stated)
  14 | -1 | 0.98 | 2 | 2 | -2.3 | -4 | 0.86 | -10
O=C(NS(=O)(=O)c1ccccc1)c1cccc(Br)c1
  1 | -2 | 0.97 | 2 | -3 | 1.0 | -4 | 0.99 | -10

Next part:
SMILES	hIAP inh	A3A deaminase	mIAP activ	mIAP block	beta cell repl	MPTP inh	APOBEC3G inh	hIAP activ	ATG4B inh
COCCn1c(=O)[nH]c2cc(C(=O)NCCc3ccc(S(N)(=O)=O)cc3)ccc2c1=O	-10	0	1	-4	1	-2.5	-5	1.1	-9
Cc1cnc(NC(=O)c2ccc3c(c2)C(=O)N(Cc2cccnc2)C3=O)s1	-10	4	1	-4	-1	2.1	11	1.1	0
CC(Sc1nc2ccccc2s1)C(=O)Nc1ccc2c(c1)OCO2 (configuration not stated)	-11	-3	1	-4	-2	14	2	1.1	3
COc1ccc(S(=O)(=O)N2CCCCC2)cc1Br	4	3	0.95	5	1	0.1	4	0.96	-1
O=C(CN1CCN(CC(=O)Nc2cccc(F)c2)CC1)Nc1ccc(-c2ccccc2)cc1	-4	22	1	-1	0	6.7	4	1	-6
CCCNC(=O)c1nc(C)n(-c2ccc([N+](=O)[O-])cc2)n1	-11	0	0.93	7	3	-2.2	-9	1.1	-2
CCOc1ccccc1NC(=O)Nc1ccccn1	0	1	1.1	-8	0	1.3	-5	1	-5
Cc1ccc(OCc2cc(C(=O)N(C)CCc3ccccn3)no2)cn1	-5	-5	0.99	1	-1	0.3	-7	1.1	4
O=C(CN(Cc1ccccc1F)S(=O)(=O)c1ccc(Cl)cc1)NCCC1=CCCCC1	-8	-3	1.1	-6	-5	32	-2	1.1	28
O=C(NCCCN1CCOCC1)c1ccc(-c2ccc(Cl)cc2)o1	-14	2	0.93	7	-2	3.5	-1	1.1	-3
O=C(NCc1ccco1)C(Cc1ccccc1)N1C(=O)c2ccccc2C1=O (configuration not stated)	-9	1	1.1	-6	-2	0.9	-4	1.1	0
CCCCCc1nnc(NC(=O)CS(=O)(=O)Cc2ccccc2)s1	2	-3	0.94	6	0	3.9	-5	0.97	-3
c1ccc(-c2nnc3sc(CN4CCC5(CC4)OCCO5)cn23)cc1	17	3	1	-3	0	-1.4	-2	0.83	10
Cc1ccc(Cn2nc(-c3ccccc3)nc2-c2ccccc2)cc1	10	-1	1.1	-7	-5	1.3	-4	0.9	7
Nc1nonc1NN=C1CCCCC1	6	-2	0.89	11	-2	-0.3	-1	0.94	-6
CCn1c(OC)nc2c1c(=O)n(C)c(=O)n2C	-15	2	0.95	5	1	-0.8	-2	1.2	4
CCN(CC)C(=O)c1ccc(COc2ccccc2Cl)cc1	12	0	0.92	8	-1	-3.2	0	0.88	8
O=C(NC(=S)N1CCCC1)c1ccccc1	3	-5	0.86	14	4	-0.1	-9	0.97	0
COc1ccc(C(=O)C2CCCN(C(=O)c3noc4c3CCCC4)C2)cc1F (configuration not stated)	-12	-2	0.93	7	-1	-1.1	-5	1.1	-6
Clc1ccccc1-c1nnc(-c2ccccc2Cl)o1	16	0	0.95	4	-1	-0.2	1	0.84	9
CCOC(=O)C1=CN(Cc2cccc(F)c2)S(=O)(=O)N(CC)C1c1ccc(Br)cc1F (configuration not stated)	.	13	1	-1	.	-0.9	3	.	0
O=C1CC(C(=O)N2CCOCC2)C2(CCCCC2)O1 (configuration not stated)	-1	0	1.1	-11	-2	1.0	0	1	-14
COc1ccc(Cn2c(=O)c3[nH]cnc3n(-c3ccc(C)cc3)c2=O)cc1	2	2	0.97	3	-2	1.3	8	0.98	-1
O=C(Nc1ccc(F)cc1)c1ccc(COc2ccccc2)cc1	5	2	1	-3	2	-0.1	-12	0.95	8
CCn1c(CSc2nc3ccccc3[nH]2)n[nH]c1=S	-45	2	0.82	18	3	-1.9	46*	1.5	-3
COC(=O)c1c(=O)n(O)c2ccc(OC)cc2[n+]1[O-]	8	3	0.76	24	1	-3.3	-1	0.92	-12
Cn1c(CSCc2ccc(Cl)c(Cl)c2)nnc1SCC(=O)Nc1nccs1	-12	-2	0.94	6	-1	-0.4	-2	1.1	-12
COC(=O)C1=C(C)NC2=C(C(=O)CCC2)C1c1cn(Cc2ccc(Cl)cc2Cl)nc1-c1ccccc1 (configuration not stated)	9	6	1.1	-11	-4	-8.1	4	0.91	-12
C[C@H](CO)N1C[C@H](C)[C@@H](CN(C)S(C)(=O)=O)Oc2ccc(NC(=O)CCC(F)(F)F)cc2C1=O	13	-1	1	-2	-1	1.2	-6	0.87	3
Cc1nc2ccccc2c2oc(C(=O)NCC3COc4ccccc4O3)cc12 (configuration not stated)	-7	1	0.96	4	-7	12	3	1.1	-19
C=CCOc1ccccc1/C=c1\sc2nc(=O)c(C)nn2c1=O	3	21	0.94	6	3	-2.9	4	0.97	3
COC(=O)C1CCN(C(=O)Cc2ccc(OC)c(OC)c2)CC1	11	-3	1	-2	-1	-0.7	-5	0.89	8
OC(c1ccc(F)cc1)C(CN1CCOCC1)c1ccccc1 (configuration not stated)	-4	-5	1.1	-7	-1	-1.1	-9	1	0
O=C(CCN1CCN2CCCC2C1)N1c2ccccc2Sc2ccc(Cl)cc21 (configuration not stated)	6	4	1.1	-14	-7	-0.9	4	0.94	-8
Cc1ccc(C)c(C(=O)COC(=O)CN2C(=O)C3C4CCC(C4)C3C2=O)c1 (configuration not stated)	6	2	1	-2	-2	-0.5	0	0.94	0
CCC(C)NCCOc1cc(C)cc(C)c1C (configuration not stated)	16	0	0.97	2	1	-1.8	-12	0.84	-7
CCCS(=O)(=O)N1CCCC(C(=O)NCC(OC)OC)C1 (configuration not stated)	0	1	0.89	11	5	0.7	-2	1	-2
CN(C)/C=C(\C#N)C(=O)N/N=C/c1ccc(Cl)cc1	16	0	0.94	6	2	1.3	-1	0.83	-3
Cc1nnc(SCC(=O)N2CCN(S(=O)(=O)c3ccccc3)CC2)[nH]c1=O	4	0	0.95	5	-4	-0.6	-6	0.96	-6
Cc1ccc(-c2nc(CSCC(=O)NCCCN3CCOCC3)c(C)o2)cc1	-18	-5	1	0	-1	-0.1	-5	1.2	0
O=C(COC(=O)/C=C/c1cc(Br)ccc1F)NC1CC1	-7	-3	1	-3	-1	-0.4	-3	1.1	-2
CC(=O)Oc1c(C(=O)c2nnc(C)o2)c(=O)n(Cc2ccccc2)c2ccccc12	-7	0	0.94	6	-2	2.0	-2	1.1	5
CCOc1cc(CN2CCSCC2)ccc1O	2	0	1.1	-7	-3	1.3	-2	0.97	4
COc1cccc(CSc2nc(N)cc(N)n2)c1	-1	0	1	-3	-2	1.3	-3	1	1
COc1ccc(C(=O)NC(=S)NCc2ccccc2)cc1OC	0	-1	1	0	-3	-0.7	-5	1	-1
